PME-1 Maybr inh: PME-1 (human) inhibition, Maybridge primary screen. Q9Y570. inhibition, % at 9 µM. 16,000 compounds, 0.5% hits. AID 2291. recombinant PME-1, FP-Rh probe fluorescence polarization; in the data active means inhibition above about 30%
Target sequence (Q9Y570 whole entry, looked up): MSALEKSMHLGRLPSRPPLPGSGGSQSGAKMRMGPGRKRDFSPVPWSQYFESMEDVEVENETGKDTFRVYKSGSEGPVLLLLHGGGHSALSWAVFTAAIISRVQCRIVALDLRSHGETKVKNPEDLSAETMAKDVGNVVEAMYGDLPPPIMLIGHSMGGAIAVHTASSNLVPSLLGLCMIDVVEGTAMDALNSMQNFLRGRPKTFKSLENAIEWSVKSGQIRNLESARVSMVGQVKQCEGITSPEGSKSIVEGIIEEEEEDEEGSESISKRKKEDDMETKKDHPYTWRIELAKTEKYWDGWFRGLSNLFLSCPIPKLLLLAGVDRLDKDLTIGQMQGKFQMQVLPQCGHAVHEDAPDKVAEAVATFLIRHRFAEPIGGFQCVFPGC
Luminol counter: quenches luminol chemiluminescence in Nox1 counter-screen; inhibition, % at 6.7 µM; 16,000 compounds, 0.4% hits; HRP/luminol/H2O2 chemiluminescence counterscreen; further: reference of the scale not given here
S1P1 agonist: S1P1 (human) receptor agonism; 16,000 compounds, 1.5% hits; S1P1 agonist cell-based reporter assay; activation, % at 4.5 µM; P21453; AID 1044; in the data active means activation above about 80%
Target sequence (P21453 whole entry, looked up): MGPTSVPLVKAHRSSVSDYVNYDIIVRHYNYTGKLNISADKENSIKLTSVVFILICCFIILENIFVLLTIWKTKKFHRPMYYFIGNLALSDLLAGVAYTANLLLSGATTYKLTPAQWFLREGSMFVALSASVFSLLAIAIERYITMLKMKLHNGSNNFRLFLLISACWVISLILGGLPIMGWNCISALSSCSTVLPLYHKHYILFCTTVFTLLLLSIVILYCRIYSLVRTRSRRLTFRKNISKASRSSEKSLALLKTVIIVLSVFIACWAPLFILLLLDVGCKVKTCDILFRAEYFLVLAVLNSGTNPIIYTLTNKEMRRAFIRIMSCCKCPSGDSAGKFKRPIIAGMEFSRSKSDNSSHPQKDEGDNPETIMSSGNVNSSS
TLR4 MyD88 blk: inhibitors of human TLR4-MyD88 binding; 16,000 compounds, 0.06% hits; inhibition, % at 10 µM; O00206; Cell-based TLR4-MyD88 binding inhibition assay; in the data active means inhibition above about 45%
rat GALR2 agon: GALR2 (rat) receptor agonism. O08726. activation, % at 10 µM. cell-based GALR2 agonist screen. 16,000 compounds, 0.5% hits. AID 833; in the data active means activation above about 15%
KOR antag MB: antagonists of human kappa opioid receptor OPRK1, Maybridge library; P41145; OPRK1 cells, antagonist mode, fluorescence readout; 16,000 compounds, 0.4% hits; inhibition, % at 9 µM; in the data active means inhibition above about 50%
Nox1 inhibitor: inhibitors of human NADPH oxidase 1 (Nox1). 16,000 compounds, 0.81% hits. HT29 cells, luminol chemiluminescence ROS. inhibition, % at 6.7 µM. Q9Y5S8
NOTCH ag: NOTCH pathway agonism | 15,000 compounds, 0.4% hits | activation, % at 2.5 µM | AID 434982 | NOTCH signaling luciferase reporter cells, luminescence; in the data active means activation above about 2.2%
Active calls of the source: *; . = not tested or not shown. Unless noted, no stated cut-off is given here; in the data, active means inhibition above about 75%; inactive means the rest.

entry	compound	Luminol counter	rat GALR2 agon	NOTCH ag	Nox1 inhibitor	PME-1 Maybr inh	S1P1 agonist	TLR4 MyD88 blk	KOR antag MB
1	C#C/C(=C(C(=O)OC)/C(C(=O)OC)=C(/CC(=O)OC)C(=O)OC)c1ccccn1	3	-2	-0.4	-55	6	9	9	10
2	Cc1noc(C)c1C(=O)NCc1c(F)cccc1Cl	2	-6	-0.5	-69	-2	4	3	8
3	O=C(O)c1nccnc1C(=O)Nc1ccc2c(c1)OCCCO2	1	-9	0.0	-27	-2	0	9	3
4	CN(C)/C=C/C(=O)/C=C/c1ccc(Cl)cc1Cl	3	-11	-0.2	-38	-2	-2	10	-34
5	CCOC(=O)[C@@H]1CSC2C3SC[C@@H](C(=O)OCC)N3CCN21 (stereo partly drawn)	-2	-5	-0.5	-37	2	-2	-1	11
6	N#CC1(CN2C(=O)C3(OCCO3)c3ccccc32)CC=CCC1 (stereo not drawn)	2	-10	-0.8	-3	-4	0	-2	-3
7	CSc1ccc(/C=N/n2c(=O)oc3ccccc3c2=O)cc1	7	-7	.	-75	-17	-2	13	2
8	CSc1ccc(C(F)(F)F)cc1NC(=S)Nc1ccccc1	-2	0	0.0	-18	0	12	2	-9
9	O=c1[nH]c(-c2ccccc2)nnc1/C=C/c1ccccc1	-8	-6	-0.3	13	4	3	-7	-10
10	CC(=O)Oc1ccc(OC(C)=O)c2c1C(=O)c1ccccc1C2=O	14	-4	0.2	73	85*	17	0	28

3 entries from above, ordered by length of the SMILES, rising.
entry	compound	Luminol counter	rat GALR2 agon	NOTCH ag	Nox1 inhibitor	PME-1 Maybr inh	S1P1 agonist	TLR4 MyD88 blk	KOR antag MB
2	Cc1noc(C)c1C(=O)NCc1c(F)cccc1Cl	2	-6	-0.5	-69	-2	4	3	8
4	CN(C)/C=C/C(=O)/C=C/c1ccc(Cl)cc1Cl	3	-11	-0.2	-38	-2	-2	10	-34
7	CSc1ccc(/C=N/n2c(=O)oc3ccccc3c2=O)cc1	7	-7	.	-75	-17	-2	13	2

An excerpt of these results, with one line to a screen:
5	CCOC(=O)[C@@H]1CSC2C3SC[C@@H](C(=O)OCC)N3CCN21 (stereo partly drawn)
4	CN(C)/C=C/C(=O)/C=C/c1ccc(Cl)cc1Cl
3	O=C(O)c1nccnc1C(=O)Nc1ccc2c(c1)OCCCO2
entry no.,5,4,3
Luminol counter,-2,3,1
rat GALR2 agon,-5,-11,-9
NOTCH ag,-0.5,-0.2,0.0
Nox1 inhibitor,-37,-38,-27
PME-1 Maybr inh,2,-2,-2
S1P1 agonist,-2,-2,0
TLR4 MyD88 blk,-1,10,9
KOR antag MB,11,-34,3

Following part:
entry	compound	Luminol counter	rat GALR2 agon	NOTCH ag	Nox1 inhibitor	PME-1 Maybr inh	S1P1 agonist	TLR4 MyD88 blk	KOR antag MB
11	Cc1cc(C2=CSC3=NCCN23)ccc1Cl	36	-8	1.3	-13	4	8	9	7
12	Cc1oc(S(=O)(=O)N2CCCC2)cc1C(=O)Nc1ccc(F)cc1	0	-5	-0.7	-10	3	-9	-8	18
13	COC(=O)COC(=O)c1ccccc1[N+](=O)[O-]	-4	0	0.6	26	6	0	0	7
14	Cc1cc(C)c(CSCCNC(=O)NC(C)(C)C)c(C)c1	-6	-6	-0.1	22	6	12	0	6
15	CSc1nc2cc(Cl)ccc2s1	-5	-6	-0.3	24	4	-7	1	4
16	Cc1csc(NCc2cccnc2)[n+]1C	6	1	0.0	-50	-3	-21	11	-4
17	CSc1cc(C(C)(C)C)nn1C(=O)Nc1ccccc1	3	-10	.	-62	-3	0	0	-5
18	CC(C)(C)c1ccc(/C(N)=N/OC(=O)CCOc2ccc(F)cc2)cc1	2	-8	-0.7	-47	-5	-21	0	-9
19	Cc1noc(-c2ccccc2)c1NC(=O)NCc1c(-c2ccccc2)noc1C	2	-9	-0.7	-43	2	-8	2	0
20	COC(=O)C1=C(N)Oc2ccccc2C1C(C#N)C#N (stereo not drawn)	7	-2	-0.5	-50	0	36	3	-7
21	N#C/C(=C\c1cc(Br)cs1)C(=O)c1cccs1	3	-1	0.3	-43	9	-5	1	9
22	COc1c(Cl)cc(Cl)c(OC)c1C(=O)O/N=C(\N)c1ccc([N+](=O)[O-])o1	5	-5	-0.7	17	-2	35	-9	12
23	O=C(Nc1ccc(-c2nc3ccccc3s2)cc1)c1ccc2c(c1)CCO2	2	7	-0.6	-44	-18	-18	-24	1
24	O=C1CSC2=NC3=C(CCc4ccccc43)C(c3ccccc3Cl)N12 (stereo not drawn)	3	-6	-0.8	13	-4	-23	-9	7
25	CC1(C)OC(=O)C(=C2C3C4CC5C2C2C3CC4C52)C(=O)O1 (stereo not drawn)	-4	-4	-0.4	-20	8	14	-6	9
26	Cc1cc(NS(=O)(=O)c2ccc(S(=O)(=O)c3ncc(C(F)(F)F)cc3Cl)s2)no1	-5	1	0.1	35	5	17	2	12
27	N#CC1=C(N)OC(c2cccs2)=C(C#N)C1c1cccs1 (stereo not drawn)	9	-4	0.9	-27	4	-9	3	3
28	O=C(/C=C/c1cc(-c2ccccc2)c(C(F)(F)F)s1)c1cccs1	-9	2	.	-12	-22	100*	-34	63*
29	COC(=O)c1ccccc1NC(=S)Nc1ccc(Cl)cn1	98*	-1	0.1	18	6	-7	5	6
30	Cc1onc(-c2ccccc2)c1C(=O)N(C)CCc1ccccn1	-3	-4	0.3	-2	5	-7	5	18
31	COc1ccccc1CNC(=S)NN	5	-6	1.5	-56	-1	-7	2	-13
32	CCCc1cc(=O)c2ccc(O)cc2o1	-5	-7	-0.7	-20	2	-10	-1	5
33	CN(c1cc(C(F)(F)F)ccn1)N1C(=O)c2ccccc2C1=O	2	-8	-0.5	-32	-2	-6	-5	-23
34	Cc1ccc2ncnc(Oc3ncccc3[N+](=O)[O-])c2c1	-1	-8	-0.6	5	2	-2	-1	0
35	COc1nc(C)nc(NC(=O)NC(=O)c2cc(OCC(F)(F)F)ccc2OCC(F)(F)F)n1	-9	0	-0.3	6	-1	4	3	0
36	Cc1ccc(Nc2ccnc3cc(Cl)ccc23)cc1F	-5	-4	0.1	24	1	-10	-5	36
37	COc1cc(OC)cc(C(C)(C)OC(=O)N[C@@H](CCC(N)=O)C(=O)O)c1	2	-5	-0.5	-34	-2	2	-1	2
38	O=C1NC(Cc2ccccc2)C(=O)N1c1ccccc1 (stereo not drawn)	1	-4	-0.4	-48	1	1	-3	5
39	CCOC(=O)c1c(C)nsc1NC(=O)Oc1ccccc1	-31	-7	-0.6	-20	2	3	-7	11
40	Cn1ccnc1SCC(=O)NC1Cc2ccccc2C1	-4	-5	-5.3	-13	5	-3	2	6
41	CSc1cc(C(C)(C)C)nn1S(=O)(=O)c1ccc(Cl)cc1	0	-4	-0.4	-56	7	7	12	-5
42	O=C1c2ccccc2C(=O)N1CCCN1CCN(c2nccc(C(F)(F)F)n2)CC1	0	-5	0.2	-26	-1	-4	3	9
43	Cc1onc2c1c(=O)n(C)c(=O)n2C	-4	-6	-0.8	10	-1	-14	-2	27
44	COS(=O)(=O)c1ccc2c(c1C)OC(C)(C)CC2=O	-2	-5	0.5	-5	3	-12	-13	26
45	C(=NCc1cccs1)c1cccs1	-2	-5	-0.3	-39	-2	-7	8	-5
46	Cc1cc(N=CNOC(=O)c2nn(-c3ccccc3)nc2C)no1	1	-6	-0.1	-40	0	-2	1	8
47	Cc1ccc2nc(-c3ccc(NS(=O)(=O)c4c(C)noc4C)cc3)sc2c1	-6	-5	0.5	34	3	11	-12	4
48	O=c1[nH]c(O)c(C=Nc2ccc(Cl)cc2Cl)c(=O)[nH]1	1	-6	-0.3	-69	2	-2	4	14
49	O=c1[nH]c2ccsc2c(=O)n1CCO	13	-7	-0.6	84*	3	-9	5	7
50	COc1ccc(CCNC(=O)CC#N)cc1OC	-8	-6	0.2	-13	7	6	8	3
51	CCC1=Nc2cccc3cccc(c23)N1	13	-1	-1.3	74	7	-1	3	9
52	CCSC(=O)NCc1ccccc1	-1	-3	-0.1	-91	1	-17	3	-13
53	O=C(/C=C/C=C/c1ccccc1)N1CCCCC1	2	-11	-0.7	-21	-4	14	1	5
54	CCOC(=O)c1cc(-c2csc(CS(=O)(=O)c3ccccn3)n2)on1	-3	-5	-1.0	-11	2	-6	-5	49
55	Cn1/c(=N/N=c2\oc3ccccc3n2C)oc2ccccc21	-48	-7	-0.1	-2	4	-14	3	-7
56	CCOC(=O)c1c(NC(=S)Nc2cc(C)ccn2)sc(C)c1C	1	-5	-1.0	-35	0	-24	10	-1
57	Cc1nc(-c2ccc(C(F)(F)F)cn2)sc1C(=O)NN	0	-3	-0.5	-28	1	0	-16	0
58	Cc1noc(C)c1S(=O)(=O)Nc1ccc2c(c1)OCCO2	-9	-8	0.2	-30	7	-5	-16	-2
59	CC(C)(CC(=O)O)CC(=O)N1CCCN(c2c(Cl)cncc2Cl)CC1	-2	-7	-0.5	-15	1	-6	3	6
60	CCCCc1ccc(NC(=O)N2CCN(Cc3ccc4c(c3)OCO4)CC2)c(C)c1	-16	-8	.	-43	-3	14	5	-6

(more compounds)
entry	compound	Luminol counter	rat GALR2 agon	NOTCH ag	Nox1 inhibitor	PME-1 Maybr inh	S1P1 agonist	TLR4 MyD88 blk	KOR antag MB
61	O=C(CSCC(=O)c1ccccc1)c1ccccc1	5	-6	-0.1	-15	-1	14	2	-7
62	N/C(=N\OC(=O)C(Cl)Cl)c1ccc(OCc2ccccc2)cc1	6	-5	0.2	27	-2	67	-6	14
63	COc1ccc(Oc2ccc(C(F)(F)F)cc2NC(=O)CC(CC(=O)O)c2ccccc2)cc1 (stereo not drawn)	-2	-4	-0.3	-13	1	-21	7	1
64	COC(=O)c1sccc1Oc1ccc(C(F)(F)F)cc1NS(=O)(=O)c1ccc(Cl)cc1	-5	-9	-0.4	23	-27	28	-1	17
65	Cc1nn(-c2ccccc2)nc1C(=O)NC1CCS(=O)(=O)C1 (stereo not drawn)	0	-4	0.5	-33	1	6	5	-1
66	CCOC(=O)Cn1c(-c2ccco2)nc(-c2ccccc2)c1-c1ccccc1	0	-7	-0.2	-20	4	-16	-4	12
67	Nc1nc(-c2ccc(Cl)cc2)nc2sc3c(c12)CCCCC3	0	-10	-0.3	-59	2	-18	-9	1
68	N#C/C(=C\c1ccc(O)cc1)c1ccc([N+](=O)[O-])cc1	101*	-8	0.7	0	4	30	-2	9
69	CS(=O)(=O)Nc1cc(NS(C)(=O)=O)cc(C(F)(F)F)c1	2	-4	-0.5	-50	0	-1	-4	4
70	Cc1c(C#N)c(Sc2ccccc2NC(=O)c2cccs2)nc2ccccc12	0	-5	-0.5	-9	0	2	-2	5
71	CC(C)(C)c1ccc(-c2noc(C(=O)NNC(=S)Nc3cccc(C(F)(F)F)c3)n2)cc1	11	-3	-0.2	-10	29	-3	6	-21
72	Cc1cc(=O)n(CCO)c(=O)[nH]1	-4	-4	0.5	14	2	-3	1	6
73	Cc1nc(N)nc(N/N=C/c2ccccc2O)n1	8	-7	-0.2	3	5	-19	-6	2
74	C=C(c1ccccc1)c1ccc(OC)cc1	-1	-7	-0.4	7	3	2	-8	4
75	CCOC(=O)CC(=O)Nc1c(C)csc1C(=O)OC	2	-6	0.3	-20	1	-2	-4	1
76	S=C1NCN(CCc2ccccn2)CN1	3	-3	-0.3	-51	-4	-8	6	8
77	CN(C)/C=N/NC(=O)c1cc(Cl)c(OCc2ccc(F)cc2)c(Cl)c1	6	-4	-5.7	-41	0	1	-7	11
78	CN(C)/C=C1\Cc2ccccc2C1=O	5	-2	-0.2	-28	3	3	8	4
79	O=C(c1ccccc1)c1cc2c(cc1Br)OCCO2	4	-6	0.2	-35	-3	6	8	-50
80	CC(C)(C)NC(=S)N/N=C/c1c(Br)cnn1Cc1ccc(Cl)cc1	2	-6	-0.4	-45	-12	-11	1	13

Values in list order from above.
Luminol counter for entries 73 to 80: 8, -1, 2, 3, 6, 5, 4, 2
KOR antag MB for entries 73 to 80: 2, 4, 1, 8, 11, 4, -50, 13

Additional records:
entry	compound	Luminol counter	rat GALR2 agon	NOTCH ag	Nox1 inhibitor	PME-1 Maybr inh	S1P1 agonist	TLR4 MyD88 blk	KOR antag MB
81	C#CCSc1nnnn1-c1ccc(OCC)cc1	3	-6	-0.1	-25	-4	-14	-3	15
82	CCC(=O)c1ccc(NC(C)=O)cc1O	5	-5	0.1	-20	4	7	7	-4
83	O=C1CC(c2ccccc2)C2=C(COC2=O)N1 (stereo not drawn)	-6	-9	-0.4	12	2	-2	.	28
84	c1ccc2c(c1)c1ccccc1c1nc(N3CCCCC3)nnc21	2	-4	-0.1	-31	-3	-1	-3	-14
85	Oc1c(Cl)cc(Cl)cc1/C=N/NC(=S)NC1CC2CCC1C2 (stereo not drawn)	1	51*	.	-10	8	-71	-101	-70
86	O=C1C(=O)N(O)C2CCCCC2N1O (stereo not drawn)	13	-5	-0.5	25	-2	-4	6	11
87	COc1ccc(COCC(O)CN2CCN(c3ccc(C(F)(F)F)cn3)CC2)cc1 (stereo not drawn)	-2	-5	-0.4	5	3	-7	-4	-10
88	O=C(C1CC1)N1CCN(c2ncnc3scc(-c4ccccc4)c23)CC1	-7	-10	-0.2	-27	8	23	5	4

Screening results: PubChem BioAssay, The Scripps Research Institute Molecular Screening Center
